Assay outcomes (PubChem)
N370S GC mod: inhibits or activates N370S mutant glucocerebrosidase; P04062; N370S GC spleen homogenate, 4MU-glucoside fluorescence; Potency, µM (series often up to 59.4 µM), without a hit: at the highest dose activity change, negative = inhibition, most hits filed as inhibitors; actives 0.092% (n = 330,000); AID 2101;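 further: 0% = full enzyme activity and -100% = no enzyme basal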
TDP1 block: TDP1 (human) enzyme inhibition. recombinant TDP1, AlphaScreen DNA substrate cleavage. Potency, µM (doses to about 130 µM), for the others: at the highest dose activity change, negative = inhibition, actives largely listed as inhibitors. AID 485290. actives 0.28% (n = 350,000). Q9NUW8; further: nearly all actives have a fitted effect of over 40% in size
Target sequence (Q9NUW8 whole entry, looked up): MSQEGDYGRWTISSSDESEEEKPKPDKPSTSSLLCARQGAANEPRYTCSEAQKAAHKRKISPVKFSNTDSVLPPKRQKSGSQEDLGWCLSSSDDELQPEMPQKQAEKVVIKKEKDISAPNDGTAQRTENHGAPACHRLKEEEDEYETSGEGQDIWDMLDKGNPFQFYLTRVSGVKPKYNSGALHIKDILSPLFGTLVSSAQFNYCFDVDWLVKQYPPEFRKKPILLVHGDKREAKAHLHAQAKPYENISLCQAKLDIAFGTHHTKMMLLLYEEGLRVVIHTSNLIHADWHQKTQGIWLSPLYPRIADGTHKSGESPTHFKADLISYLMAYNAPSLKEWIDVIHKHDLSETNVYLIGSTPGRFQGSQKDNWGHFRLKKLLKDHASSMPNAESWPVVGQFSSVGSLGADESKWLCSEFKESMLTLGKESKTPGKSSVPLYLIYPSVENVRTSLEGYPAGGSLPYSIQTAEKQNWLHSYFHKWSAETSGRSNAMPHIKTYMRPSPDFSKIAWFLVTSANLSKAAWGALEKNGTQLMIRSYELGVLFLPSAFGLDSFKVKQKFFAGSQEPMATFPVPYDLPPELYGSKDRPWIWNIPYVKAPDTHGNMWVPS
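Tdp1 1 nM final; 15 min RT w/ cpd; substrate 15 nM, 5 min; beads 10 ug/ml, 10 min; AlphaScreen read. Neg ctrl: no enzyme.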
FEN1 inh: blocks human flap endonuclease 1. P39748. Recombinant FEN1 flap cleavage, fluorescence, 15 min. Potency, µM (top dose mostly 114 µM), inactives show at the top dose activity change, negative = inhibition, usual class: inhibitors. actives 0.35% (n = 390,000). AID 588795; further: nearly all actives have a fitted effect of over 65% in size
Target sequence (P39748 whole entry, looked up): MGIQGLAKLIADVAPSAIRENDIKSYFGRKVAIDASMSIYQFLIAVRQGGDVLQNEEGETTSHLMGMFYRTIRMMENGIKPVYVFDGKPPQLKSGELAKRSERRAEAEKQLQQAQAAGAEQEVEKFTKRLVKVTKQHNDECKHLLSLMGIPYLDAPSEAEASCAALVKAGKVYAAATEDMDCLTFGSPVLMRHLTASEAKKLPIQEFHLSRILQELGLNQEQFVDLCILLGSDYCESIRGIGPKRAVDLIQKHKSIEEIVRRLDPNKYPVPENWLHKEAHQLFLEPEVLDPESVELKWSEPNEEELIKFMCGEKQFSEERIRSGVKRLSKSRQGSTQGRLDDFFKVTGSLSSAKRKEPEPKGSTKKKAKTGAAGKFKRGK
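Quantitative HTS format: each compound was titrated, incubated with 10 nM nuclease for 15 min at room temperature, then challenged with flap substrate at 50 nM final. Signal change over 15 min gave concentration–effect curves.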
Numbers without * were called inactive; ? = inconclusive; . = not tested or not shown; [ ] = another dose, or the depositor's remark. The call rests on the fitted dose curve; in most records, active means well fitted curve in the direction sought with a large enough effect; inconclusive means small, poorly fitted or top-dose-only effect, or another doubt; inactive means no such curve, though single readings can be large; an effect the other way counts as inactive or inconclusive. Unless noted, on the % scale 0 is the no-effect control and ±100 the full control effect; potency means the concentration at half of the fitted maximal effect.

| N370S GC mod | TDP1 block | SMILES | FEN1 inh |
| --- | --- | --- | --- |
| 11% | 8% | COc1ccccc1C1=NN(C(=S)Nc2ccccc2)C(c2ccco2)C1 (stereo not given) | -11% |
| 3% | 0% | CCCCN(CC)S(=O)(=O)c1ccc(C(=O)N=c2sc3cc(NC(C)=O)ccc3n2C)cc1 | -3% |
| . | 5% | CCOc1ccc(-c2noc(CSc3nnc(-c4ccccc4)n3-c3ccccc3)n2)cc1 | 5% |
| . | -13% | CCCCCOc1ccccc1Cn1c(=O)oc2ccc(C)cc21 | -21% |
| -4% | -2% | Cc1ccc(C)c(NC(=O)CCN2C(=O)[C@@H]3Cc4ccccc4CN3C2=O)c1 | 19% |
| 9% | 3% | COc1cccc(-c2nc(CS(=O)CC(=O)NC3CCCC3)c(C)o2)c1 (stereo not given) | 1% |
| -15% | 2% | O=C(CSCc1ccccc1)Nc1cccc(C(=O)Nc2ccccc2C(=O)O)c1 | 1% |
| -1% | 3% | CCC(=O)Nc1ccc2c(c1)nc1n2CCSC1 | -3% |
| -6% | 1% | O=C(CCc1ccccc1)NCCc1nc2ccccc2[nH]1 | -8% |
| 4% | 5% | Cn1cc(CN2CCC[C@H]2CO)c(-c2cccc(Cl)c2)n1 | -2% |
| -1% | . | CN1CCN(C(=O)c2cc([N+](=O)[O-])ccc2Cl)CC1 | -1% |
| 1% | -20% | Cc1cccc(C)c1CC(=O)N1CCOCC1 | 1% |
| 15% | . | CCCCn1nnc(NC(=O)c2ccc([N+](=O)[O-])cc2Cl)n1 | 7% |
| 6% | 3% | COc1ccc(CCN2CC34C=CC(O3)C(C(=O)NCc3ccccc3Cl)C4C2=O)cc1OC (stereo not given) | 0% |
| . | 2% | O=C(C1CC(=O)N(c2ccc3c(c2)OCCO3)C1)N1CCN(Cc2ccccc2F)CC1 (stereo not given) | -4% |
| . | -1%[56.1 µM] | CN[C@H](C)C(=O)NC[C@H]1O[C@@H](n2cnc3c(N)ncnc32)[C@H](O)[C@@H]1O | -11% |
| -7% | 0% | O=C(/C=C/c1ccc([N+](=O)[O-])cc1)NCc1ccc2c(c1)OCO2 | 10% |
| -7% | . | COc1ccc(C2C(C#N)=C(N)Oc3cccc(O)c32)cc1 (stereo not given) | -4% |
| 2% | -2% | Cc1ccccc1CSCCNC(=O)CCSc1ccccc1 | -13% |
| 3% | -5% | CC1(C)NC(=O)N(CC(=O)OCC(=O)N2CCN(S(=O)(=O)c3ccccc3)CC2)C1=O | 7% |

Part of the list above, set out differently.
Each structure is followed by: N370S GC mod	TDP1 block	FEN1 inh
COc1ccccc1C1=NN(C(=S)Nc2ccccc2)C(c2ccco2)C1 (stereo not given)
  11%	8%	-11%
CCCCN(CC)S(=O)(=O)c1ccc(C(=O)N=c2sc3cc(NC(C)=O)ccc3n2C)cc1
  3%	0%	-3%
CCOc1ccc(-c2noc(CSc3nnc(-c4ccccc4)n3-c3ccccc3)n2)cc1
  .	5%	5%
CCCCCOc1ccccc1Cn1c(=O)oc2ccc(C)cc21
  .	-13%	-21%
Cc1ccc(C)c(NC(=O)CCN2C(=O)[C@@H]3Cc4ccccc4CN3C2=O)c1
  -4%	-2%	19%
COc1cccc(-c2nc(CS(=O)CC(=O)NC3CCCC3)c(C)o2)c1 (stereo not given)
  9%	3%	1%
O=C(CSCc1ccccc1)Nc1cccc(C(=O)Nc2ccccc2C(=O)O)c1
  -15%	2%	1%
CCC(=O)Nc1ccc2c(c1)nc1n2CCSC1
  -1%	3%	-3%
O=C(CCc1ccccc1)NCCc1nc2ccccc2[nH]1
  -6%	1%	-8%
Cn1cc(CN2CCC[C@H]2CO)c(-c2cccc(Cl)c2)n1
  4%	5%	-2%
CN1CCN(C(=O)c2cc([N+](=O)[O-])ccc2Cl)CC1
  -1%	.	-1%
Cc1cccc(C)c1CC(=O)N1CCOCC1
  1%	-20%	1%
CCCCn1nnc(NC(=O)c2ccc([N+](=O)[O-])cc2Cl)n1
  15%	.	7%
COc1ccc(CCN2CC34C=CC(O3)C(C(=O)NCc3ccccc3Cl)C4C2=O)cc1OC (stereo not given)
  6%	3%	0%
O=C(C1CC(=O)N(c2ccc3c(c2)OCCO3)C1)N1CCN(Cc2ccccc2F)CC1 (stereo not given)
  .	2%	-4%
CN[C@H](C)C(=O)NC[C@H]1O[C@@H](n2cnc3c(N)ncnc32)[C@H](O)[C@@H]1O
  .	-1%[56.1 µM]	-11%
O=C(/C=C/c1ccc([N+](=O)[O-])cc1)NCc1ccc2c(c1)OCO2
  -7%	0%	10%

Additional entries follow:
| N370S GC mod | TDP1 block | SMILES | FEN1 inh |
| --- | --- | --- | --- |
| -19% | 8% | O=S(=O)(c1ccccc1)c1nc(Nc2cccc(O)c2)sc1Cl | -21% |
| . | -8% | COc1ccc([C@H]2CC(=O)C=C(c3cc(C)ccc3F)C2)cc1 | 3% |
| 8% | 1% | O=C(NCc1ccco1)Nc1ccc(OC(F)(F)F)cc1 | -4% |
| 5% | 0% | COc1ccccc1-n1nc(C)c(-c2ccccc2)c1N | 17% |
| . | 0% | COc1cccc(C2=CC(=O)CC(C)(C)C2)c1 | 18% |
| 9% | 7% | CCOC(=O)CSc1nc2ccc(N3CCOCC3)cc2c(=O)n1Cc1ccc2c(c1)OCO2 | . |
| 21% | -6% | CCCCCCCCNC(=O)c1ccc(C)cc1 | . |
| 6% | -1% | O=C(O)/C(=C\c1ccccc1OC(F)F)Sc1nnc(-c2ccc(F)cc2)o1 | -2% |
| 19% | 3% | CC1CCN(C(=O)COc2ccc(Nc3ccccc3)cc2)CC1 | -1% |
| 5% | ? | Cc1ccc(-c2[nH]ncc2/C=N/n2c(C)nc3ccccc3c2=O)cc1 | 3% |
| 1% | 2% | O=C(O)C1Cc2[nH]cnc2C(c2cccc([N+](=O)[O-])c2)N1 (stereo not given) | 4% |
| 22% | -1% | c1ccc2nc(N3CCOCC3)cnc2c1 | 7% |
| -10% | . | O=C(c1cc(=O)c2cc(Cl)ccc2o1)N1CCN(Cc2ccccc2)CC1 | -4% |
| 4% | 1% | Cc1ccc(CNC(=O)C2C3C=CC4(CN(Cc5cccnc5)C(=O)C24)O3)cc1 (stereo not given) | 4% |
| -2% | -1% | CCN(CC)CCOC(=O)c1ccccc1Br | 4% |
| -2% | . | O=C(NCC1CC1)c1cc([N+](=O)[O-])cc([N+](=O)[O-])c1 | -6% |
| 1% | 3% | Cc1ccnc2nc(C(=O)N3CCN(S(=O)(=O)c4ccccc4)CC3)nn12 | 2% |
| -3% | 2% | COc1ccc(CC(=O)Nc2ccc(/C(C)=N\NC(=O)c3ccc(Br)o3)cc2)cc1 | -7% |
| 3% | 1% | Cc1ccc2cc3cc(C(=O)NCCCN4CC(C)CC(C)C4)oc3nc2c1 (stereo not given) | 7% |
| 0% | 5% | CN(c1ccccc1)S(=O)(=O)c1cccc(NC(=O)CSc2nnc(N)s2)c1 | 8% |

Record cards, from the list above. Order of values: N370S GC mod	TDP1 block	FEN1 inh
Entry for Cc1ccc(CNC(=O)C2C3C=CC4(CN(Cc5cccnc5)C(=O)C24)O3)cc1 (stereo not given) = 4%	1%	4%
Entry for COc1ccc([C@H]2CC(=O)C=C(c3cc(C)ccc3F)C2)cc1 = .	-8%	3%

Additional compounds follow.
| N370S GC mod | TDP1 block | SMILES | FEN1 inh |
| --- | --- | --- | --- |
| . | 5% | CCC1CN(C(=O)Nc2cccc3c2CCCC3)c2cc(C)ccc2O1 (stereo not given) | -3% |
| -10% | 3% | Cc1ccc(C)n1-c1nnc(N2CCC(C(=O)NCCCN3CC(C)CC(C)C3)CC2)s1 (stereo not given) | -4% |
| 9% | 8% | CCN(CC)C(=O)CSc1nnc(-n2nc(C)cc2C)c2ccccc12 | 4% |
| -19% | . | COc1ccccc1C(=O)NC(=O)CSc1nnc(SC)s1 | -14% |
| -4% | 6% | COc1cccc(CN2CCN(Cc3cc(OC)c(OC)c(OC)c3)CC2)c1OC | -4% |
| 3% | 6% | O=C1CC(/C=C/c2ccncc2)=Nc2ccccc2N1 | -7% |
| . | 0% | O=C([C@@H]1CCCN1C(=O)c1cccs1)N1CCN(S(=O)(=O)c2cccc(F)c2)CC1 | 21% |
| ? | 7% | CC1(C)N=C(N)N=C(N)N1c1ccc(OCCCOc2ccccc2)c(Cl)c1 | 16% |
| -9% | -3% | CCS(=O)(=O)C1=NN2C(=N)/C(=C\c3ccc(OC(=O)c4ccco4)c(Br)c3)C(=O)N=C2S1 | . |
| 6% | 16%[56.1 µM] | [N-]=[N+]=Nc1nc2c(N)ncnc2n1C1OC(CO)C(O)C1O (stereo not given) | . |
| . | 0% | CCNc1nnc(SCC(=O)N2c3ccccc3NC(=O)CC2C)s1 (stereo not given) | 1% |
| -24% | 11%[56.1 µM] | COc1ccc2[nH]cc(CCNc3ncnc4ccc(-c5ccccc5CN(C)C)cc34)c2c1 | . |
| -12% | . | Cc1ccc(C(CC(=O)NCCCN(C)C)c2ccc(OC(C)C)cc2)cc1 (stereo not given) | 0% |
| 4% | 2% | COc1ccc(-c2cc3cc(OC)c(OC)cc3c(C)n2)cc1 | -30% |
| -2% | 3% | COc1cc(C(=O)Nc2ccc(Cl)c([N+](=O)[O-])c2)cc(OC)c1OC | -4% |
| -9% | . | C/C(CC(=O)Nc1ccc2c(c1)OCCO2)=N\NC(=O)COc1cccc(C)c1 | -9% |
| 16% | 2% | Cc1ccc(NC(=O)COC(=O)Cc2csc(-c3ccc(Cl)cc3)n2)cc1C | -5% |
| . | 1% | Cc1cc(C(=O)OCC(=O)Nc2ccccc2Cl)c(C)o1 | -6% |
| ? | 6% | Cc1[nH]nc2c1/C(=N/O)CC(c1ccccc1)C2 (stereo not given) | 5% |
| -24% | 0% | CCOC(=O)c1nnn(-c2nonc2N)c1COc1ccccc1 | -3% |
| . | 8% | COc1cc(CCNC(=O)c2ccc3c(c2)c(C)c(C)n3Cc2cccc(C)c2)cc(OC)c1OC | -9% |
| 2% | 3%[56.1 µM] | CCn1c(N2CCN(C(=O)NC3CCCCC3)CC2)nc2ccccc21 | -15% |
| ? | 6% | Cc1cccc(Cc2c(C)nc3c(C(=O)NCc4ccco4)cnn3c2C)c1 | -6% |
| -2% | 0%[0.505 µM] | O=C(c1cccc(S(=O)(=O)N2CCc3ccccc32)c1)N1CCCC(C(F)(F)F)C1 (stereo not given) | -6% |
| -13% | 0% | COc1cccc(CN(C)C(=O)CCNC(=O)c2ccc(Br)cc2)c1 | 0% |
| 1% | 2% | CCOC(=O)N1CCN(c2cc(C)c([N+](=O)[O-])cc2F)CC1 | 0% |
| 0% | . | CN(C(=O)COC(=O)c1cc(S(=O)(=O)N(C)C)ccc1Cl)C1CCS(=O)(=O)C1 (stereo not given) | 0% |
| -26% | . | COc1ccc(CN(CC(O)COc2cccc3[nH]cc(C)c23)C(C)(C)C)cc1 (stereo not given) | ? |
| 6% | . | COc1ccc(C2CC(c3ccc(OC)c(OC)c3)=NN2S(C)(=O)=O)cc1 (stereo not given) | 16% |
| 0% | 1% | CCCN1CCN(CCCNC(=O)C2CCCN(c3nnc(-n4cccc4)s3)C2)CC1 (stereo not given) | -7% |
| 20% | 2% | COc1ccc(NC(=O)O/N=C/c2ccccc2)cc1 | -4% |
| 14% | 6% | Clc1cccc(Cl)c1COc1ccccc1CNn1cnnc1 | -5% |
| 2% | 2% | Cc1cccc(/C=N\NC(=O)c2ccccc2-n2cccc2)c1 | 0% |
| 6% | 7% | Cc1cc(C)c2cc(C#N)c(N3CCCC3)nc2c1 | -8% |
| 4% | 0% | O=C(NCCCN1CCCC1=O)c1ccc2c(c1)ncn2C1CCCCC1 | 17% |
| ? | 0% | CCOc1ccc(OCC)c(S(=O)(=O)NCCOC23CC4CC(CC(C4)C2)C3)c1 | -19% |
| -15% | 4% | CCOc1ccc(/C=N/NC(=O)CN2CCSCC2)cc1 | -2% |
| -1% | -1% | CCCCn1c(N)c(N(CC)C(=O)c2cccc(OC)c2)c(=O)[nH]c1=O | -12% |
| 6% | 6% | CCOc1ccccc1NC(=O)C(OC(=O)c1ccccc1NS(=O)(=O)c1cccs1)c1ccccc1 (stereo not given) | -7% |
| -19% | 4% | COc1cc(C(=O)c2ccccc2)c(OC)cc1C(=O)Nc1ccc(O)cc1 | -15% |
| 0% | . | COc1ccc(C(=O)Nc2ccc(Cn3ccnc3)cc2)cc1OC | 1% |
| 15% | 12% | O=C(CCn1nc(-c2ccccc2)c2ccccc2c1=O)N1CCN(c2ccccc2)CC1 | 2% |
| 5% | -3% | CC(C(=O)NCC1CCCO1)n1cccc1C(=O)c1ccccc1 (stereo not given) | 7% |
| ? | 4% | CCOc1cc(/C=C\c2[nH]c(=O)[nH]c(=O)c2[N+](=O)[O-])ccc1OC(C)CC (stereo not given) | -9% |
| 9% | 4% | CN(Cc1ccccc1)c1nc(-c2cccc([N+](=O)[O-])c2)nc2ccccc12 | 3% |
| 3% | . | COc1cc(C(C(=O)NCc2ccccc2)N(C(=O)c2snc(C(N)=O)c2N)C2CCCC2)cc(OC)c1OC (stereo not given) | -4% |
| -7% | 6% | COc1ccc(OC)c(NS(=O)(=O)c2ccc3c(c2)CCC(=O)N3)c1 | 10% |
| -12% | . | COc1ccc(C2=NC(C)(C)Cc3cc(OC)c(OC)cc32)cc1 | -1% |
| 4% | 5% | O=C(Nc1ccccc1C(F)(F)F)NC1CCCCC1 | 3% |
